# S1P4 ag – activates the human S1P4 receptor; O95977; S1P4-expressing cell line, agonist reporter assay; activation, % at 4.98 µM; 0.35% of 220,000 active; AID 1509; in the data active means activation above about 11%;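 further: 0% = DMSO vehicle and 100% = reference agonist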
# S1P4 antagonist – blocks the human S1P4 receptor. O95977. S1P4-expressing cells, antagonist mode, reporter read-out. inhibition, % at 4.98 µM. 0.26% of 220,000 active. AID 1510; in the data active means inhibition above about 29%;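 further: 0% = wells stimulated with agonist and 100% = vehicle wells without agonist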
# Ba/F3 V617F tox – loss of viability in JAK2V617F-driven Ba/F3 cells; Ba/F3 EpoR-JAK2V617F viability, ATP luminescence; inhibition, % at 5.6 µM; 1.1% of 220,000 active; AID 1446;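 active means inhibition above the campaign mean plus 3 SD over all tested compounds, cut at about 24% in these data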;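 further: cytokine-independent growth of Ba/F3 cells driven by EpoR plus mutant JAK2; 0% = DMSO-treated cells and 100% = JAK inhibitor I control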
# Mdm2 ligase inh – inhibitors of human Mdm2 E3 ubiquitin ligase; Q00987; cell-based MDM2 ubiquitination luciferase reporter, 2 h; 0 = plate control, 100 = twice control, blank-subtracted; signal enhancement, % at 5 µM; 0.11% of 210,000 active; AID 1230;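 active means signal enhancement of 30% or more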;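 further: luminescence tracks abundance of the self-degrading MDM2-luciferase fusion protein; higher signal means inhibition of MDM2 E3 ligase activity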
#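 System: stable MDM2–luciferase fusion reporter cells / Input: 2000 cells seeded into each well / Schedule: 4 h settle plus 2 h compound, 37 °C / Compound: single-point 5 µM / Buffer or medium: cells held in DMEM / Benchmarks: control and blank well means / Evaluation: percent signal gain over controls, blank-subtracted / Measured by: luciferase luminescence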
# Wee1 degr inh – human Wee1 degradation inhibition, primary screen | P30291 | HeLa Luc-Wee1K328M stability, luciferase luminescence; 100% = proteasome inhibitor MG132 effect | reporter increase, % at 5 µM | 1.2% of 220,000 active;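 active means activation above the mean of all tested compounds plus 3 SD, set per screening run, cut at about 8.8% in these data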;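 further: cells exposed to compound for 20 h before luminescence read; 0% = DMSO alone and 100% = MG132 at 30 µM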
# eIF4E 4G PPI – blocks eIF4E binding to eIF4G | P63073+Q04637 | TR-FRET eIF4E-eIF4GI(517-606) binding, 2 h | inhibition, % at 21.7 µM | 0.37% of 220,000 active;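 active means inhibition above about 30%, limit read from the data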;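 further: 0% = full FRET control wells and 100% = background wells lacking eIF4GI fragment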
# PERK inhibitor – blocks human PERK kinase; CHO PERK-DD fusion, SEAP luminescence translation reporter; inhibition, % at 5.6 µM; 0.17% of 220,000 active; AID 1416;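 active means inhibition above the mean inhibition of all tested compounds plus 3 SD, set separately per screening campaign, cut at about 2.9% in these data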;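 further: PERK kinase domain activated by AP20187 dimerizer at 100 nM; 0% = DMSO with dimerizer and 100% = rapamycin at 8.4 µM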
# Target sequence (Q9NZJ5 whole entry, looked up, the tested form may be a part): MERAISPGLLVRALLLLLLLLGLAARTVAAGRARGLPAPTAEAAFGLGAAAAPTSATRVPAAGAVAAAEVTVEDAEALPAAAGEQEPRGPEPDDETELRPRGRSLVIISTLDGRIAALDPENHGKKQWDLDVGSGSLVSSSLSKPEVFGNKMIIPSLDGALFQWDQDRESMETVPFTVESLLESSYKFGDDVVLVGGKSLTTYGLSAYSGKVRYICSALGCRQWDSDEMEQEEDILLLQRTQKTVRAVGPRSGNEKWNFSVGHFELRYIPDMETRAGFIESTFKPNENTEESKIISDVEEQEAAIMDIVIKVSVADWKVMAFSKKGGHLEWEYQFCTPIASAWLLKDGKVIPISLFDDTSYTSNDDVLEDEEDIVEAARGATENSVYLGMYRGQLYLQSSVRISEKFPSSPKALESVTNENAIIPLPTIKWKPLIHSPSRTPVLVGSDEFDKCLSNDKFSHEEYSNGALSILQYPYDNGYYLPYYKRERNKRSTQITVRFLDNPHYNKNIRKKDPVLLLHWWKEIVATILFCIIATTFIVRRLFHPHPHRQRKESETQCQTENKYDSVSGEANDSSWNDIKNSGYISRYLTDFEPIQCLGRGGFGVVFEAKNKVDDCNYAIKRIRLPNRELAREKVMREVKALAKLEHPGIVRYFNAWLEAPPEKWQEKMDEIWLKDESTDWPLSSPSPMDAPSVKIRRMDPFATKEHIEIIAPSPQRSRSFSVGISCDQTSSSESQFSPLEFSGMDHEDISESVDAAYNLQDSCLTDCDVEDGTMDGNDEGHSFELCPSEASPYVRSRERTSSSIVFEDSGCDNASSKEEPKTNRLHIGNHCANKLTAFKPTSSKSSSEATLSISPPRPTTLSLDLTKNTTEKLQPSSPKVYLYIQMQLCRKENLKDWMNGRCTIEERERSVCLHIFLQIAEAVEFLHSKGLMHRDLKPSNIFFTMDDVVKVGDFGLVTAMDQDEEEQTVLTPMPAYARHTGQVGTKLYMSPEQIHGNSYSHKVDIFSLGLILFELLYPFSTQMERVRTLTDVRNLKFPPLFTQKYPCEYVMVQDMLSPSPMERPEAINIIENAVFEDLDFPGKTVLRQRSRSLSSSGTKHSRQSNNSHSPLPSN
# BaF3 tox – counter-screen for JAK2V617F inhibitors: parental Ba/F3 viability inhibitors; CellTiter-Glo ATP luminescence; inhibition, % at 5.6 µM; 1.1% of 220,000 active;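 active means inhibition above a per-campaign cutoff, the mean inhibition of all tested compounds plus 3 SD, cut at about 27% in these data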;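 further: 0% = DMSO wells and 100% = JAK Inhibitor I control wells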
# NPY2 pot ag – potentiators or agonists of human neuropeptide Y receptor Y2 | activation, % at 3.6 µM | AID 1359 | 0.45% of 220,000 active | P49146 | cells expressing NPY-Y2, potentiator/agonist read-out; in the data active means activation above about 27%;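 further: cells stimulated with NPY near EC25 plus isoproterenol at EC100; 0% = vehicle plus submaximal agonist and 100% = vehicle plus saturating agonist; some results beyond the cut were filed as inactive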
# An asterisk follows results filed as active; / = not tested or not shown; [ ] = remark or other dose.
item	SMILES	Wee1 degr inh	Ba/F3 V617F tox	PERK inhibitor	S1P4 antagonist	eIF4E 4G PPI	NPY2 pot ag	Mdm2 ligase inh	S1P4 ag	BaF3 tox
1	Cc1nc2ccc(NC(=O)c3ccc4ccccc4n3)cc2s1	-2	-2	0.9	10	-5	-1	-15	-2.0	-1
2	Cn1c(O)c(N=NC(=O)CNC(=O)c2ccco2)c2ccccc21	-1	0	0.3	-11	-7	2	2	0.9	6
3	CCOC(=O)CSc1nc(N)c2c3c(sc2n1)CCCC3	4	-1	-0.1	-14	2	5	-14	-1.6	-1
4	COc1cc(/C=N/NC(=O)c2ccc3ccccc3c2)ccc1Oc1ccc([N+](=O)[O-])cn1	1	-1	-0.8	-15	1[fluorescence artefact?]	6	/	0.7	4
5	Cc1nc2ccc([N+](=O)[O-])cc2[nH]1	2	0	0.3	-4	2	9	-8	0.2	-2
6	O=C1CC(C(=O)Nc2cccc(F)c2)n2ncnc2N1 (centres undefined)	-3	3	1.2	-12	4	2	-4	0.4	10
7	Cc1cc(C)cc(NC(=O)C(OC(=O)c2ccc([N+](=O)[O-])o2)c2ccccc2)c1 (centres undefined)	0	1	-0.3	5	9	0	3	1.4	1
8	O=C(Nc1cccc(S(=O)(=O)N2CCCCC2)c1)c1ccc(OCC2CCCO2)cc1 (centres undefined)	-1	-2	-0.3	-1	2	6	-14	-0.3	-2
9	OC(COCCC12CC3CC(CC(C3)C1)C2)CN1CCCCC1 (centres undefined)	4	-3	-1.2	7	-5	25	-33	-5.2	4
10	Cc1nnc(N/N=C/c2c[nH]c3ccccc23)[nH]c1=O	2	0	2.5	2	-20	-27	-29	-0.2	1
11	O=C(N/N=C/c1ccc(OCc2cnc(Cl)s2)cc1)c1ccncc1	1	2	0.5	8	4	2	-9	-1.6	2
12	COc1ccc(N2C(=O)C3CCCN3C2c2ccc(Cl)cc2)cc1 (centres undefined)	-2	5	-0.4	5	0	-12	-11	-0.9	3
13	O=C1Nc2ccccc2/C1=C/c1cnc(-c2ccccc2)[nH]1	4	3	-0.7	13	-60	-37	-14	-0.1	0
14	COc1ccc(-n2nc3c(c2NC(=O)C2CCCC2)CS(=O)C3)cc1 (centres undefined)	-1	-4	1.8	-20	2[fluorescence artefact?]	1	-13	0.4	4
15	CC(C)OC(=O)CC12CN(C)CC(CC(=O)OC(C)C)(CN(C)C1)C2=O	-3	-1	0.3	-17	5	-5	-12	1.5	-1
16	Cc1ccc(C(=O)NNC(=O)C2CCN(Cc3ccc(Cl)c(Cl)c3)CC2)cc1	-2	-5	1.1	10	-1	-3	-17	3.3	-1
17	Cc1c(NC(=O)CSc2nnc3sc4ccccc4n23)c(=O)n(-c2ccccc2)n1C	-2	0	0.1	-8	-5	0	-6	-1.4	12
18	CCn1c(SCC(=O)Nc2ccc(OC)c(OC)c2)nnc1-c1c[nH]c2ccccc12	0	-4	1.0	-12	-1	-1	-2	1.2	0
19	CCc1ccc(NC(=O)C[n+]2cc(-c3ccc(C)cc3)n3c2CCC3)cc1	2	19	-1.8	-2	-6	-21	-29	0.3	18
20	O=C(COc1ccc(-c2ccccc2)cc1)NN=C1CCCC1	6	2	1.1	-21	-1	10	/	0.7	0
21	CC(Oc1ccc(Cl)cc1Cl)C(=O)NCCCN1CCOCC1 (centres undefined)	2	-1	-0.8	-20	2	-5	-8	2.5	1
22	O=C(CC(C(=O)N1CCc2ccccc21)n1ccnc1)NCC1CCCO1 (centres undefined)	4	1	0.9	3	9	-18	4	2.0	95*
23	Cc1ccc(NC(=S)N/N=C2\CCCCC2C)cc1 (centres undefined)	-4	-3	1.0	-2	-2	-5	0	2.8	7
24	Cc1nn(CCC(=O)NNC(=S)Nc2ccc(Cl)cc2)c(C)c1[N+](=O)[O-]	-2	1	-0.5	6	2[fluorescence artefact?]	5	/	1.2	6
25	COc1ccccc1NC(=S)NNC(=O)c1cc(C)nn1C	-1	1	-1.1	-12	-13[fluorescence artefact?]	2	-10	3.7	6
26	COc1ccc(CCNC(=O)c2ccc(CNS(=O)(=O)c3cc(C)ccc3C)cc2)cc1OC	0	-3	-1.5	1	-8	-8	-5	1.2	2
27	O=C(COC(=O)CCc1nc2ccccc2s1)Nc1cccc(S(=O)(=O)N2CCOCC2)c1	-2	5	-0.1	-12	-6	-30	-14	-0.3	6
28	COc1ccc(S(=O)(=O)NC(CC(=O)NCC2CCCO2)c2ccco2)cc1 (centres undefined)	3	-2	-0.9	1	-5	7	-28	1.8	1
29	N#CCCN1CCN(C(CNS(=O)(=O)c2ccc(Cl)cc2)c2ccccc2)CC1 (centres undefined)	0	1	-0.3	-8	3	15	-13	2.4	3
30	O=c1c(-c2ccc(O)cc2O)coc2cc(O)cc(O)c12	0	-1	0.6	3	3	3	0	-1.5	-14
31	Cc1cc(C)n(C(=O)c2c([N+](=O)[O-])c(C)nn2C)n1	1	-4	1.4	-15	-2	24	-5	-3.8	2
32	CCOc1ccc(Oc2ccc(Cl)cc2N)cc1	-1	-2	0.7	-7	0	-12	-8	1.1	6
33	COCn1c(-c2ccc(OC)cc2)nc2ccccc21	9.2*	2	-0.4	1	0	4	2	11	6
34	CCOC(=O)CN1CC23C=CC(O2)C(C(=O)Nc2ccc(C(C)=O)cc2)C3C1=O (centres undefined)	-2	-5	1.0	-8	-1	2	-2	0.2	1
35	CC1=C(C#N)C(c2ccccc2)C2=C(N1)c1ccccc1C2=O (centres undefined)	-2	-3	-0.4	1	0	20	2	0.1	3
36	COC(=O)/C=C1\NCCNC1=O	0	2	0.7	3	3	9	0	-0.8	-1
37	CCC1(C)Cc2ccccc2-c2nc(NCCCO)[nH]c(=O)c21 (centres undefined)	0	-1	1.6	-10	1	-4	-22	-0.6	-2
38	CCOC(=O)C1=C(CSCC(=O)OC)NC(=O)NC1c1cc(C)ccc1C (centres undefined)	2	0	-0.2	-13	-5[fluorescence artefact?]	-11	-18	1.0	2
39	COc1ccc2nc(N=Nc3c(O)ccc4ccccc34)sc2c1	-2	-3	0.3	-35	-8	-2	-24	-4.4	1
40	COC(=O)c1ccc(-c2sc3nc(N4CCOCC4)c4c(c3c2N)CCCC4)o1	1	-2	-1.4	1	/	-1	-15	-0.1	5
41	Fc1ccccc1N1CCN(Cc2nc(-c3ccccc3)no2)CC1	0	-5	0.3	-18	3	-24	-13	1.2	-3
42	COC(=O)c1sc2ccccc2c1-n1cccc1C(=O)C(=O)Nc1ccc(Cl)cc1	0	0	0.2	18	-11	-18	-24	-1.7	3
43	Cc1ccccc1-n1c(=O)c2ccccc2n2cnnc12	-1	-3	0.1	-2	7	-2	-18	1.6	1
44	Cc1ccc(CSc2nc3ncccc3[nH]2)cc1	3	3	-0.3	-11	-4[fluorescence artefact?]	-10	-42	2.7	1
45	CCN(CC)C(=O)CN(c1ccc(Cl)cc1)S(=O)(=O)c1ccccc1	3	-2	-1.8	4	4	-4	-6	-3.5	0
46	CCCCn1c(SCc2cccnc2)nc2c1c(=O)n(C)c(=O)n2C	1	-1	-1.7	0	-10	8	/	-1.2	2
47	O=C(COC(=O)CCc1ccc(S(=O)(=O)N2CCCCC2)cc1)Nc1cccc2ccccc12	1	1	0.5	-14	-11[fluorescence artefact?]	6	-7	0.0	9
48	O=C(Nc1cccc(S(=O)(=O)c2cccc(NC(=O)C3CC3)c2)c1)C1CC1	2	-2	0.6	-19	1	-3	-15	0.0	8
49	Cc1cc2nsnc2c(S(=O)(=O)NCC(=O)O)c1C	0	0	0.1	-8	/	17	/	0.3	3
50	CCCn1cnc2sc(CC)cc2c1=O	5	-1	1.2	1	4	7	-6	0.6	4
51	COc1cccc(C2=NOC(C(=O)NCCN3CCOCC3)C2)c1 (centres undefined)	-3	2	1.6	-13	-9[fluorescence artefact?]	-11	0	1.5	5
52	OCC1(Cc2cccc(Cl)c2)CCCN(Cc2ccc3cc(F)ccc3n2)C1 (centres undefined)	0	2	0.6	3	0	-34	/	-1.9	6
53	Cn1c(SCC(=O)N2CCCc3ccccc32)nnc1-c1c[nH]c2ccccc12	-3	-4	-0.9	3	3	5	-15	2.6	1
54	COc1cc(CC(=O)N/N=C/c2ccccc2)c([N+](=O)[O-])cc1OC	10*	3	-0.1	2	4	-7	/	-0.2	7
55	COc1cc(O)c(C(C)=O)cc1OC	11*	-1	1.9	-17	0	-11	-1	2.7	2
56	CC1Cc2ccccc2N1C(=S)NC(=O)c1ccc(Cl)cc1Cl (centres undefined)	0	-1	0.5	-17	-3[fluorescence artefact?]	1	-5	2.9	5

# More structures follow:
item	SMILES	Wee1 degr inh	Ba/F3 V617F tox	PERK inhibitor	S1P4 antagonist	eIF4E 4G PPI	NPY2 pot ag	Mdm2 ligase inh	S1P4 ag	BaF3 tox
57	CCOC(=O)C1=C(CC)OC(N)=C(C#N)C1c1ccc(OC)c(OC)c1OC (centres undefined)	-4	2	-0.4	-39	-2	-8	-13	2.2	2
58	COC(=O)CCC(=O)N1CCOCCOCCN(C(=O)CCC(=O)OC)CCOCCOCC1	-2	1	0.2	-12	0	-12	/	0.1	4
59	CC(C)CC(=O)NC(NC(=S)Nc1ccccc1)C(Cl)(Cl)Cl (centres undefined)	-2	6	0.4	0	-1	-6	-10	1.2	11
60	CCOC(=O)c1nnn2c1nc(N1CCOCC1)c1ccccc12	-1	2	0.1	-17	-2	4	-11	1.6	1
61	CN(Cc1ccccc1)C(=O)C1CCCN1S(=O)(=O)c1ccc2c(c1)n(C)c(=O)c(=O)n2C (centres undefined)	-1	-3	-0.3	0	-4	5	-4	1.8	0
62	Cc1n[nH]c(C)c1Sc1ccccc1[N+](=O)[O-]	-2	0	0.6	-15	-2	10	3	2.1	3
63	CCCCc1nnc(SCCSc2nnc(CCCC)n2N)n1N	4	1	-0.1	-7	2	-3	-2	-0.7	2
64	CC(=O)c1c(C)[nH]c(C(=O)COC(=O)CN(C)S(=O)(=O)c2ccc(Cl)cc2)c1C	-2	3	0.5	-7	-8	5	-15	1.2	4
65	O=C(NC(Cc1ccccc1)C(=O)N1CCN(c2ccccn2)CC1)c1ccco1 (centres undefined)	1	3	-0.7	-3	3	-15	14	-1.3	10
66	Cc1c(Br)c([N+](=O)[O-])nn1CC(=O)Nc1ccc(CC#N)cc1	-2	6	-0.2	-11	-4	8	-8	-0.9	5
67	O=C(Nc1ccc(S(=O)(=O)N2CCOCC2)cc1)c1cc(-c2ccccc2O)n[nH]1	10*	1	-0.4	-12	1	-5	-17	1.9	3
68	COCCCNC(=O)COc1ccc(S(=O)(=O)NCc2ccccc2)cc1Cl	0	4	-0.4	0	0	1	-3	0.5	4
69	CSc1cccc(NC(=S)N(CCC(C)C)C(C)c2ccncc2)c1 (centres undefined)	5	0	0.3	-8	-4	1	/	0.1	2
70	CCOc1ccc2cc(S(=O)(=O)n3ccnc3C)ccc2c1	1	2	0.5	-7	10	-17	-4	0.2	7

# Gathered by group, the compounds so far containing fluorine (3)
item	SMILES	Wee1 degr inh	Ba/F3 V617F tox	PERK inhibitor	S1P4 antagonist	eIF4E 4G PPI	NPY2 pot ag	Mdm2 ligase inh	S1P4 ag	BaF3 tox
6	O=C1CC(C(=O)Nc2cccc(F)c2)n2ncnc2N1 (centres undefined)	-3	3	1.2	-12	4	2	-4	0.4	10
41	Fc1ccccc1N1CCN(Cc2nc(-c3ccccc3)no2)CC1	0	-5	0.3	-18	3	-24	-13	1.2	-3
52	OCC1(Cc2cccc(Cl)c2)CCCN(Cc2ccc3cc(F)ccc3n2)C1 (centres undefined)	0	2	0.6	3	0	-34	/	-1.9	6
